TAAR1 ag: human TAAR1 agonism; Q96RJ0; CHO RD-HGA16 TAAR1, Fluo-8 calcium fluorescence; vehicle wells 0%, saturating PEA agonist 100%; activation, % at 3 µM; actives 0.99% (n = 360,000); AID 624467;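 active means activation above the mean activation of all test compounds in the run plus 3 SD, cut at about 38% in these data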
Target sequence (Q96RJ0 whole entry, looked up): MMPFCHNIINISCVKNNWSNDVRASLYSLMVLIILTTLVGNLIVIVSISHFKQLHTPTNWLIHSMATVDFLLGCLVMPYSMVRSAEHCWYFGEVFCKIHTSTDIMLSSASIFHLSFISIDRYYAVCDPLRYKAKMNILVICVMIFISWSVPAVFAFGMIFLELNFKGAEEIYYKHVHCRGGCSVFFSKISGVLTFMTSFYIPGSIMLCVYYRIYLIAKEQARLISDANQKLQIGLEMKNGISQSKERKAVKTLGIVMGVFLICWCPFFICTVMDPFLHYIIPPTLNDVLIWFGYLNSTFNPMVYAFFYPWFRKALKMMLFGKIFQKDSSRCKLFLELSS
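Assay system – CHO-derived RD-HGA16 cells with stable Gα16 and human TAAR1 · Compound dosing – one-point dosing at 3 µM (nominal) · Incubation – 17-24 h seeding, 75 min 37 °C dye, 30 min RT · Measured by – kinetic Fluo-8 calcium fluorescence · Control set – DMSO vehicle as 0%, PEA at EC100 as 100% · Repeats – single well for each compound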
M1 PAM parental: nonselective activator or artifact in parental CHO-K1 calcium assay; ATP EC20, Fluo-8 calcium fluorescence; 0% at ATP EC20, 100% at ATP max; activation, % at 3 µM; actives 0.02% (n = 360,000);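 active means activation above the run cutoff, the mean activation of all test compounds plus 3 SD, cut at about 40% in these data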;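 further: peak over basal fluorescence ratio in a 140 s read after ATP addition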
CHO parental Ca: counter-screen: ATP calcium response change in parental CHO cells. actives 0.63% (n = 330,000). AID 463079. inhibition, % at 5.6 µM. parental CHO-K1, ATP-induced calcium, Fluo-8 fluorescence;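 active means inhibition above that plate's mean sample inhibition plus 3 SD, cut at about 26% in these data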;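 further: 0% = ATP-challenged DMSO wells and 100% = DMSO wells without ATP; some compounds past the cut are filed as inactive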
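Test system: untransfected parental CHO cell line. Compound: one dose, 5.6 µM nominal. Detection: intracellular calcium via Fluo-8 no-wash fluorescent dye. Measure: % inhibition. Benchmarks: ATP-challenged DMSO wells low, unchallenged DMSO wells high.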
OXTR potentiate: potentiators of human oxytocin receptor | P30559 | CHO-OTR cells, Fluo-8 calcium fluorescence, potentiator mode; 0% = oxytocin EC15, 100% = EC100 | activation, % at 3 µM | actives 0.061% (n = 320,000) | AID 2445;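 active means activation above that plate's cutoff, the mean activation of tested compounds plus 3 SD, cut at about 6.6% in these data, passing the limit was not always enough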;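 further: 100% uses oxytocin at 75 nM as the full agonist control; some results filed as inactive read as strong as hits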
Target sequence (P30559 whole entry, looked up): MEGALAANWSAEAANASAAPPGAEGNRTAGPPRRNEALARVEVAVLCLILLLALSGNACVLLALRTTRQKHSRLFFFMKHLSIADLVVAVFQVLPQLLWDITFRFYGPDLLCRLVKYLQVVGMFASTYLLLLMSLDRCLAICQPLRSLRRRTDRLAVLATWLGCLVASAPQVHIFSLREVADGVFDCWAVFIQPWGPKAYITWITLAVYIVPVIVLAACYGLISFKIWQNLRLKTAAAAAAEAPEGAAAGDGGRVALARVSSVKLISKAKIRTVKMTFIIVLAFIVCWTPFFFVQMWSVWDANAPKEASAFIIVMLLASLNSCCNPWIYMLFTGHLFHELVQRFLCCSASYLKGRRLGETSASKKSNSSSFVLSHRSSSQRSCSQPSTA
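Assay system: CHO-OTR cells, human receptor / Also added: oxytocin at about EC15, sub-maximal agonist stimulus / Dosing: single dose, 3.0 µM nominal final compound concentration / Incubation: 6 min pre-incubation, 100 s read / Technique: Fluo-8 calcium dye fluorescence / Read-out: % activation vs EC15 and EC100 oxytocin / Benchmarks: EC15 oxytocin low, 75 nM oxytocin high / Replicates: singlicate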
CHO-K1 Ca antag: nonselective inhibitor or artifact in parental CHO-K1 cells; ATP-induced calcium, Fluo-8 fluorescence; inhibition, % at 3 µM; actives 0.6% (n = 360,000);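 active means inhibition above a per-plate cutoff, the plate's mean sample inhibition plus 3 SD, cut at about 24% in these data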;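 further: 0% = DMSO plus EC80 ATP and 100% = DMSO alone without ATP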
V1aR counter: V1a receptor agonism, counter-screen for OXTR agonists. activation, % at 3 µM. P37288. CHO-V1R cells, Fluo-8 calcium fluorescence, agonist mode; 0% DMSO, 100% 3 nM vasopressin. actives 0.25% (n = 320,000);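 active means activation above the mean activation of all tested compounds plus 3 SD, per screening run, cut at about 20% in these data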;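 further: signal is peak over basal fluorescence ratio across a 100 second FLIPR read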
M1 ag parental: nonselective activator or artifact in parental CHO-K1 cells | Fluo-8 calcium fluorescence; scaled to maximal ATP response, vehicle zero | activation, % at 3 µM | actives 0.48% (n = 360,000); in the data active means activation above about 15%;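 further: untransfected CHO-K1 host cells lacking M1 receptor as counterscreen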
CHRM1 agonist: human M1 muscarinic receptor agonism | actives 0.33% (n = 360,000) | P11229 | CHO-K1 hM1, Fluo-8 calcium fluorescence, agonist mode; 0% DMSO, 100% acetylcholine EC100 | AID 588814 | activation, % at 3 µM;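 active means activation above the run's mean compound activation plus 3 SD, cut at about 16% in these data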;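 further: peak over basal fluorescence ratio within a 140 s kinetic read after compound addition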
TAAR1 antag: human TAAR1 antagonism; Q96RJ0; actives 1.5% (n = 360,000); inhibition, % at 3 µM; CHO RD-HGA16 TAAR1, Fluo-8 calcium fluorescence, antagonist; AID 624466;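 active means inhibition above a per-plate cutoff, the mean inhibition of test compounds on that plate plus 3 SD, cut at about 49% in these data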;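 further: 0% = DMSO plus EC80 beta-PEA response and 100% = DMSO alone without agonist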
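Material: RD-HGA16 CHO cells with stable hTAAR1 and Gα16; Dosing: single nominal final test compound concentration of 3 µM; Schedule: seeding 17-24 h prior, 75-min 37 °C, 30-min RT dye loading; Detection: kinetic Fluo-8 calcium fluorescence measurement; Measure: % inhibition from peak post-agonist over basal fluorescence ratio; Benchmarks: vehicle and agonist controls.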
* marks the source's active call; other numbers are inactive results; / = no result given.

SMILES	TAAR1 ag	M1 PAM parental	CHO parental Ca	OXTR potentiate	CHO-K1 Ca antag	V1aR counter	M1 ag parental	CHRM1 agonist	TAAR1 antag
COC(=O)C1C(c2ccccc2)NC(=O)NC1(O)C(F)(F)Cl (centres undefined)	5	23	2	7	-26	-0.2	1.6	-2	4
CN(CC1COc2ccccc2O1)C(=O)c1ccc(N(C)C)cc1 (centres undefined)	5	17	2	-3	-14	0.0	1.3	-2	7
C/C(CS(=O)(=O)c1ccc(Cl)cc1)=N/NC(N)=S	3	5	0	-14	-4	0.6	-0.1	-4	-4
O=C(NCc1ccccn1)c1cc(-c2ccc(-c3ccccc3)cc2)nc2ccccc12	7	25	-18	-12	-1	1.5	5.7	-5	51*
CNC(=O)COc1ccc(S(=O)(=O)N2CCCC2)cc1	2	-8	-13	-5	-3	-0.3	0.2	-1	-4
CC(C)c1ccc(OCC(=O)N(Cc2ccccc2)c2ccccn2)cc1	9	6	8	-17	3	2.4	0.3	-4	21
O=C(CN1CC[n+]2c(-c3cccs3)csc21)c1ccc(-c2ccccc2)cc1	-1	14	1	5	-2	-0.3	0.5	-4	14
COc1ccc(S(=O)(=O)N2CCC(C(=O)NC3(C)CCS(=O)(=O)C3)CC2)cc1OC (centres undefined)	1	4	0	3	0	0.1	2.3	-1	-16
Cc1cccc([C@@H]2[C@@H]3C(=O)N(Cc4ccccc4)C(=O)[C@@H]3[C@]3(Cc4ccc(Cl)cc4)C(=O)N(c4cccc(Cl)c4)C(=O)N23)c1	8	2	8	-11	-12	-0.7	0.2	0	-4
CCNC(=O)NC(=O)CN(C)c1ccccc1	0	16	-4	-5	-10	-0.4	1.7	-8	-5
Cc1sc(-c2ccncc2)nc1OC(=O)c1ccccc1	5	17	-18	7	-10	-1.1	0.1	-1	-29
COc1ccc(CC(=O)NNC(=O)COc2ccc(Cl)cc2C)cc1S(=O)(=O)N1CCOCC1	0	1	-20	3	-15	-0.1	0.1	-5	-3
CCc1ccccc1N(CC(=O)N1CCN(c2ccc(F)cc2)CC1)S(C)(=O)=O	11	1	-20	-7	6	7.0	2.1	0	-11
CC1Nc2ncnc(N3CCN(c4ccccc4)CC3)c2N(Cc2ccccc2)C1=O (centres undefined)	24	10	-22	-12	-12	-0.1	0.4	-4	50*
CCOC(=O)c1cc(S(=O)(=O)N2CCN(Cc3ccccc3)CC2)cn1C	-1	15	-6	0	-4	1.3	0.8	-2	-12

Arranged by molecular weight (low to high): some entries from above
SMILES	TAAR1 ag	M1 PAM parental	CHO parental Ca	OXTR potentiate	CHO-K1 Ca antag	V1aR counter	M1 ag parental	CHRM1 agonist	TAAR1 antag
Cc1sc(-c2ccncc2)nc1OC(=O)c1ccccc1	5	17	-18	7	-10	-1.1	0.1	-1	-29
CNC(=O)COc1ccc(S(=O)(=O)N2CCCC2)cc1	2	-8	-13	-5	-3	-0.3	0.2	-1	-4
C/C(CS(=O)(=O)c1ccc(Cl)cc1)=N/NC(N)=S	3	5	0	-14	-4	0.6	-0.1	-4	-4
CCOC(=O)c1cc(S(=O)(=O)N2CCN(Cc3ccccc3)CC2)cn1C	-1	15	-6	0	-4	1.3	0.8	-2	-12
O=C(CN1CC[n+]2c(-c3cccs3)csc21)c1ccc(-c2ccccc2)cc1	-1	14	1	5	-2	-0.3	0.5	-4	14
O=C(NCc1ccccn1)c1cc(-c2ccc(-c3ccccc3)cc2)nc2ccccc12	7	25	-18	-12	-1	1.5	5.7	-5	51*
CCc1ccccc1N(CC(=O)N1CCN(c2ccc(F)cc2)CC1)S(C)(=O)=O	11	1	-20	-7	6	7.0	2.1	0	-11
COc1ccc(S(=O)(=O)N2CCC(C(=O)NC3(C)CCS(=O)(=O)C3)CC2)cc1OC (centres undefined)	1	4	0	3	0	0.1	2.3	-1	-16
COc1ccc(CC(=O)NNC(=O)COc2ccc(Cl)cc2C)cc1S(=O)(=O)N1CCOCC1	0	1	-20	3	-15	-0.1	0.1	-5	-3
Cc1cccc([C@@H]2[C@@H]3C(=O)N(Cc4ccccc4)C(=O)[C@@H]3[C@]3(Cc4ccc(Cl)cc4)C(=O)N(c4cccc(Cl)c4)C(=O)N23)c1	8	2	8	-11	-12	-0.7	0.2	0	-4

(continued)
SMILES	TAAR1 ag	M1 PAM parental	CHO parental Ca	OXTR potentiate	CHO-K1 Ca antag	V1aR counter	M1 ag parental	CHRM1 agonist	TAAR1 antag
CCCOc1ccc(C(=O)C(CN2CCOCC2)c2ccccc2)cc1 (centres undefined)	14	4	19	-10	7	-1.6	0.1	-7	-8
CCN(CCC#N)c1ccc(N2C(=O)CCCC2=O)cc1[N+](=O)[O-]	4	19	-2	-4	-1	1.9	0.8	-1	-14
CC(C)c1onc(C(=O)NC2CCCC2)c1[N+](=O)[O-]	4	-15	6	-7	16	1.4	-0.3	-3	4
COc1ccccc1N1CCN(c2ncc(C(=O)N3CCN(c4cccc(Cl)c4)CC3)c3ccccc23)CC1	6	10	-25	0	-16	1.3	-0.1	-2	21
N#CC(C(=O)OC1CCCCC1)c1nc2ccccc2nc1N1CCOCC1 (centres undefined)	8	12	-15	-1	-12	-0.5	-0.1	-3	8
COc1ccc(CCNC(=O)c2ccc(Br)o2)cc1Br	5	9	/	/	-14	/	7.3	/	5
COc1ccc(OC)c(C2C(C#N)=C(N)Oc3c2c(C)nn3-c2ccc(C)cc2)c1 (centres undefined)	8	-8	4	-7	28*	0.4	-0.4	-2	7
CCC(=O)C1CCCN(C(=O)c2cccc(OC3CCN(S(C)(=O)=O)CC3)c2)C1 (centres undefined)	/	-6	-19	-9	4	-0.8	2.0	-2	/
O=C(Nc1cccc(F)c1)C1CCN(c2nnnn2-c2ccccc2)CC1	9	-7	-7	-9	28*	3.1	1.7	-2	22
CC(C)(C)c1ccc(Cc2n[nH]c(=S)[nH]c2=O)cc1	5	14	2	-14	-4	3.1	0.3	4	-5
c1ccc2c(CNCCN3CCOCC3)cccc2c1	0	16	-22	-3	-2	0.3	1.2	1	11
COc1ccc(-c2c(-c3cc(OC)cc(OC)c3)n(C)c3ccc(-c4ccc(OC)nc4)cc23)cc1	-1	13	-11	-2	2	0.7	0.9	-4	6
O=C(CNC(=O)c1ccco1)OCC(=O)c1ccc(Br)cc1	4	-1	-16	-7	-9	0.7	0.9	-3	-11
C/C(=N\NC(=O)C1CC1c1ccccc1)c1cccc([N+](=O)[O-])c1 (centres undefined)	4	26	-10	-24	-10	0.1	1.9	-4	0
O=C(Cc1cccs1)N(c1ccccc1)C1C=CS(=O)(=O)C1 (centres undefined)	-2	9	-2	-2	-18	0.7	0.0	-3	-1
O=c1cc(CSc2nnnn2-c2ccccc2)nc2scc(-c3ccccc3)n12	4	5	-9	-7	-3	0.8	1.6	-5	5
O=C(CCN1CCOCC1)N1CCCC(Nc2ccc(F)cc2)C1 (centres undefined)	0	5	-3	1	3	-0.1	4.2	-2	-10
O=C(CSc1nnc(C2CCCCC2)o1)N1CCCCC1	7	-2	-14	-4	2	-0.6	-0.3	-1	-13
COc1ccc(CC(=O)NNC(=S)NC(=O)c2cccnc2)cc1	6	0	-4	-1	14	-0.1	-0.4	2	-20
O=C(O)CC(NS(=O)(=O)Cc1ccccc1)c1cccc([N+](=O)[O-])c1 (centres undefined)	6	8	/	/	-12	/	0.9	-2	-11
COC(=O)c1ccc2nc(-c3ccco3)c(Cc3ccccc3)n2c1	0	8	/	/	-4	/	0.6	-2	-7
C=CCOc1ccc(C2NC(=S)NC3=C2CCc2ccccc23)cc1 (centres undefined)	-1	-1	-13	4	-2	-0.1	-0.3	-5	-43
CCN(Cc1nc(-c2ccc(OC)cc2)no1)C(=O)c1ccoc1C	0	4	-11	-10	-1	1.6	1.8	-4	-5
O=C(NCc1nc2ccccc2[nH]1)C1=C[C@H](C2CCCCC2)C[C@H](OCCCCO)O1	11	5	-16	0	-8	3.7	2.4	-6	-2
CC(=O)Nc1ccc(C(=O)N/N=C/c2ccccc2OC(=O)c2ccc(Cl)cc2)cc1	10	10	-22	-12	5	0.4	3.0	-2	52*
COc1ccc(OC)c(NC(=O)Nc2nnc(N3CCCCC3C)s2)c1 (centres undefined)	-1	14	-27	-12	-13	0.7	1.0	10	-14
COc1ccc(OC)c(CCNC(=O)Cn2cccc2C(=O)c2ccccc2)c1	-2	-5	-25	-9	-8	-1.2	0.5	-5	-32
Cc1onc(-c2ccccc2)c1CNC(=O)Nc1ccc(F)cc1F	11	10	-29	-4	6	-0.1	2.1	-2	-9
CCOC(=O)C1=C(C)N2C(=C(C#N)[C@@H]1c1ccc(C(=O)OC)cc1)SC[C@@]2(O)C(C)(C)C	4	15	0	-21	-3	0.0	0.2	-5	-20
CCCCN(CCCC)Cc1cc(=O)oc2cc(OC)ccc12	10	14	/	/	-24	/	1.1	-5	-19
COC(=O)c1c(NS(=O)(=O)Cc2ccccc2)sc2c1CCCC2	9	-5	-17	-3	-3	-0.8	-0.4	-5	-8
Cc1[nH]c2ccccc2c1C(=O)COC(=O)C1CC(=O)N(Cc2ccco2)C1 (centres undefined)	9	5	2	-11	16	1.9	1.1	-1	23
N#Cc1nc(COc2ccc(-c3ccccc3)cc2)oc1NCc1cccnc1	9	-5	12	-23	12	4.3	0.2	-1	25
CCOC(=O)c1cc2c(=O)n3ccccc3nc2n(C(C)C)c1=NC(=O)c1c(-c2c(F)cccc2Cl)noc1C	11	17	-13	-5	-6	-0.5	1.5	-10	37
O=S(=O)(NN=Cc1cccc(Cl)c1)c1ccccc1	1	14	/	/	4	/	9.0	-4	-15
Cc1ccc(S(=O)(=O)Oc2ccc(C)cc2/C=N/N=C2\NC(=O)C(C)S2)cc1 (centres undefined)	10	14	-23	-19	-3	-1.0	0.3	-3	-13
CC1(C)C2CCC1(C)C(OC(=O)CNc1ccccc1)C2 (centres undefined)	1	3	-17	-6	-14	-1.5	0.5	-5	-18
N#Cc1nc(-c2ccc(F)cc2)oc1NCCN1CCOCC1	2	1	6	-7	4	1.2	-0.2	9	3
